# Screening data: PubChem BioAssay, The Scripps Research Institute Molecular Screening Center
# TEAD-YAP inh: TEAD-YAP interaction inhibition; HEK-TIYL cells, TEAD-Gal4/YAP UAS-luciferase luminescence; inhibition, % at 9.12 µM; actives 1.4% (n = 640,000); in the data active means inhibition above about 32%;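 further: 0% = median of test compound wells and 100% = reference inhibitor wells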
# MITF primary: inhibitors of human MITF | AlphaScreen MITF homodimerization, bead proximity signal | AID 1259374 | actives 0.91% (n = 650,000) | O75030 | inhibition, % at 2.6 µM; in the data active means inhibition above about 50%;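 further: 0% = vehicle wells with protein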
# GPR151 activ: human GPR151 activation; activation, % at 11.2 µM; actives 1% (n = 650,000); Q8TDV0; PathHunter beta-arrestin GPR151 cells, luminescence; AID 1508602; in the data active means activation above about 4.9%;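 further: 0% = median of compound wells and 100% = cells with positive control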
# Target sequence (Q8TDV0 whole entry, looked up): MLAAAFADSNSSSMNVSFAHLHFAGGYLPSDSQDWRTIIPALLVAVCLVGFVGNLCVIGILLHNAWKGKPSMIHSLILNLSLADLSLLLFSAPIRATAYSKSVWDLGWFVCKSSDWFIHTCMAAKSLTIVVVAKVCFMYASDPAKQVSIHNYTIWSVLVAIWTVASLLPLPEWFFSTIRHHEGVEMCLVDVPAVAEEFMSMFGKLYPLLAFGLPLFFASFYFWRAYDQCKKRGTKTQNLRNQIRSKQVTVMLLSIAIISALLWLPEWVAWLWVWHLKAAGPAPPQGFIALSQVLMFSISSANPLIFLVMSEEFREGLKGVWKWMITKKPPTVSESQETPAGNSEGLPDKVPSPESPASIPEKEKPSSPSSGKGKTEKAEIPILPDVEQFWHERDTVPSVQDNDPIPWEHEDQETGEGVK
# FBW7 activator: human FBW7 E3 ligase activation, primary screen. normalized activity (activation), % at 26.1 µM. AlphaScreen FBW7–phospho-cyclin E peptide binding, activator screen. actives 0.13% (n = 650,000). Q969H0; in the data active means normalized activity above about 1.9%;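 further: purified mutant Fbw7 with reduced substrate affinity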
# Target sequence (Q969H0 whole entry, looked up): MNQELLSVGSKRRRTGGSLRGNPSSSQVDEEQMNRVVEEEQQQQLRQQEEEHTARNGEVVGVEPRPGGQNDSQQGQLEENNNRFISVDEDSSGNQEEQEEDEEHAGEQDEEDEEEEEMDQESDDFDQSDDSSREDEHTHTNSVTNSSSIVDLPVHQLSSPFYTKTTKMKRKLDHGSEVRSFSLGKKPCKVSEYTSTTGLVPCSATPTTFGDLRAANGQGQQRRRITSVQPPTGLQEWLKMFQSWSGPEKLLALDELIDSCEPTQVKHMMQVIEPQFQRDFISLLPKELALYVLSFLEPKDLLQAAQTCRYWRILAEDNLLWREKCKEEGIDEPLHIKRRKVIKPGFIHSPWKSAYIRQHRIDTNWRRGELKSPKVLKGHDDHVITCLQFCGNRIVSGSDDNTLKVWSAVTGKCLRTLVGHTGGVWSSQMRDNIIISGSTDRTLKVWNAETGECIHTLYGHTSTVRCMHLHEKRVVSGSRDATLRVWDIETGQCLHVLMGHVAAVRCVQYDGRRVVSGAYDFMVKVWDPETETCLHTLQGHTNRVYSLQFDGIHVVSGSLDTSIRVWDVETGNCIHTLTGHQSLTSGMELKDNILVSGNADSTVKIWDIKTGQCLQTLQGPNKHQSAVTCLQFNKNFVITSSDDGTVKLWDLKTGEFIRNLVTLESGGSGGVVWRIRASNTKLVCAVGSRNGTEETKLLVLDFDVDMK
# * hit, by the source's call; x = no result given.
SMILES,TEAD-YAP inh,MITF primary,GPR151 activ,FBW7 activator
CCCCc1ncc(CN2CCC(C3(Cc4ccccc4F)NC(=O)NC3=O)CC2)[nH]1 (configuration not stated),8,9,0.9,0.0
CN(C)S(=O)(=O)c1ccc(-c2csc(N/N=C\C=C\c3ccccc3)n2)cc1,5,13,1.0,0.0
Cc1cc(I)ccc1NC(=O)CSc1n[nH]c(N)n1,9,-7,-1.5,-0.1
CCCCC1CCC(C(=O)Nc2c3c(nn2-c2cccc(Cl)c2)CSC3)CC1 (configuration not stated),2,0,1.3,0.0
Cc1cc(NCCCN2CCCC2=O)nc(N2CCC(N3CCOCC3)CC2)n1,-11,0,0.9,-0.1
CCC(C)NC(=O)CN(c1ccccc1)S(=O)(=O)N(C)C (configuration not stated),-7,-3,0.6,-0.1
COc1cc(C(O)CO)ccc1O (configuration not stated),6,15,-2.0,0.2
CS(=O)(=O)N1CCC[C@@H]1Cn1nc(-c2cccs2)ccc1=O,-6,-3,0.0,0.0
COc1ccc(-n2cc(C(=O)N3CCCCCC3)c3ccccc3c2=O)cc1,-4,12,0.6,0.1
Fc1ccc(-c2cc(NCCCN3CCOCC3)nc(-c3ccncc3)n2)cc1,7,-6,3.7,-0.3
Cc1ccc(-c2nnc3n(Cc4ccc(F)cc4)c(=O)c4ccccc4n23)o1,3,13,0.0,0.2
COc1ccc(NC(=O)NNC(=S)Nc2ccc(Cl)cc2)c(OC)c1,2,12,-1.7,0.3
CCN(CC)C(=O)C1CCCN(c2nc(NCCO)c3ncn(CCN4CCCC4=O)c3n2)C1 (configuration not stated),-4,-4,-0.7,0.1
Cc1ccc(NS(=O)(=O)c2ccc(-n3cccn3)cc2)c(C)c1,4,3,0.9,0.6
C=CCN1c2ccccc2[C@]23CCC(=O)N(Cc4cc(OC)c(OC)c(OC)c4)C2=NC(C(=O)OC)=C(C(=O)OC)[C@H]13,x,-15,2.9,0.2
O=C(Nc1cccc2ccccc12)c1ccc(F)cc1,-40,0,0.2,-0.1
CCN(CC)C(=S)Sc1nc(Cl)c(C(F)(F)F)c(SC(=S)N(CC)CC)c1Cl,6,1,-0.3,-0.1
COc1cccc(CNC(=S)Nc2ccccc2OC)c1,-1,1,-0.7,0.2
CCCCCOC(=O)C1=C(C)NC2=C(C(=O)CCC2)C1c1ccc(OCCC)c(OC)c1 (configuration not stated),-4,1,-1.1,0.8
Cc1ccnc(SCc2cc(=O)c(OC(=O)c3ccccc3Br)co2)n1,4,-3,-1.0,-0.1
COC(=O)c1ccc(/C=C2\Oc3c(ccc(O)c3CN3CCC(C)CC3)C2=O)cc1,4,-2,0.8,-0.5
CCN1C(=O)S/C(=C\c2ccc(OC)c(O)c2)C1=O,-56,-3,3.0,-0.4
Cc1sc2nc(C)n3c(=O)n(CCN(C)C)nc3c2c1C,0,3,1.2,-0.1
COc1ccc(C2C(C(=O)Nc3cc(OC)c(OC)c(OC)c3)c3ccccc3C(=O)N2C2CCCCC2)cc1 (configuration not stated),4,10,1.9,0.1
CNC(=O)c1c(NC(=O)c2sc3ccccc3c2Cl)sc2c1CCCCC2,10,3,0.4,0.1
# (continued)
SMILES,TEAD-YAP inh,MITF primary,GPR151 activ,FBW7 activator
NNC(=S)Nc1ccc(O)c(C(=O)O)c1,-3,0,1.8,-0.4
Cc1ccc(-n2nc3c(c2NC(=O)C2CCCCC2)CSC3)c(C)c1,-12,5,-0.4,0.6
CC(/C=C/c1ccco1)=N\NC(=O)c1ccccn1,-46,47,-0.3,0.2
CCOc1cc(C#N)ccc1OCc1cccc(F)c1,0,-7,1.4,0.2
COc1cc2c(cc1OC)CN(Cc1ccc(O)c([N+](=O)[O-])c1)CC2,4,31,-0.7,-0.2
COc1ccc(S(=O)(=O)N2Cc3ccccc3CC2C(=O)Nn2cnnc2)cc1 (configuration not stated),-4,2,-1.0,-0.1
CC(=O)C(C)Sc1nc2c(c(=O)[nH]c(=O)n2C)n1CCC(C)C (configuration not stated),-20,3,1.4,-0.1
O=C(c1ccc(CNc2nc(=S)[nH]c3ccccc23)cc1)N1CCN(c2ccccc2)CC1,3,6,1.2,-0.2
COc1ccc2c(c1)-c1ccccc1S(=O)(=O)N2S(=O)(=O)c1ccc(C)cc1,-8,5,-0.2,0.7
Cc1ccc(S(=O)(=O)NCC(=O)OCC(=O)NC2CCCC2)cc1,9,10,1.3,-0.1
O=C1N=c2ccccc2=C1c1sc(=S)n(Nc2ccccc2)c1O,-11,18,0.0,-0.2
C=CCSc1nc2c(c(=O)[nH]1)C(C)(C1CCCCC1)Cc1ccccc1-2 (configuration not stated),-9,3,1.7,-0.1
CCOC(=O)c1ccc(NC(=O)c2cnn3ccccc23)cc1,-20,-2,-2.7,-0.2
CCN1CCCC1CNC(=O)CCc1nnc(CCC2CCCCC2)o1 (configuration not stated),9,0,-0.9,0.3
COc1ccc(-c2nnc3sc(NC(=O)C4CCCCC4)nn23)cc1,2,-65,2.2,0.3
CCOC(=O)C1(CCOC)CCN(Cc2ccc3nsnc3c2)CC1,-4,-6,-0.3,0.0
CCOC(=O)c1cnn(-c2ccccc2Cl)c1CN1CCN(Cc2ccccn2)CC1,8,4,0.5,-0.1
COC(=O)c1ccc(Cl)cc1NC(=O)N1CCC(CN2CCOCC2)CC1,5,6,1.5,-0.2
Cc1ccc(S(=O)(=O)NCCCNc2ccc(Cl)cc2[N+](=O)[O-])cc1,7,30,2.1,-0.1
COc1cc([N+](=O)[O-])ccc1NC(=O)c1sc2ccccc2c1Cl,14,11,0.7,0.3
O=C(NCCCN1CCCC1=O)c1csc(N2CCC(N3CCOCC3)CC2)n1,-8,-2,-0.6,0.1
CCN(CC)c1ccc(C2NC(=O)NC(O)(C(F)(F)F)C2C(=O)c2cccnc2)cc1 (configuration not stated),13,14,-0.3,0.1
Cc1ccc(NC(=O)C2CCN(c3nnnn3-c3ccccc3)CC2)cc1Cl,-4,23,-0.4,0.7
C/C(=N/O)c1[nH]c(C)c(/C(C)=N\O)c1C,2,11,0.5,0.2
COc1cccc(C(=O)c2oc3cc(NC(=O)c4ccccc4F)ccc3c2C)c1,-9,7,0.7,0.1
# Following part:
SMILES,TEAD-YAP inh,MITF primary,GPR151 activ,FBW7 activator
Cc1cc2nc3s/c(=C/c4cc5c(cc4[N+](=O)[O-])OCO5)c(=O)n3c2cc1C,-5,0,1.9,0.0
Clc1ccc(CN2CCC(c3nc(-c4ccnnc4)no3)CC2)s1,3,13,-0.7,0.6
CCc1ccc(-c2c(C)sc(N)c2C(=O)OC)cc1,-5,17,1.6,0.0
CCCCNC(=O)CSc1nc(Nc2ccc(F)cc2)c2ccccc2n1,-3,0,-1.0,-0.1
COc1ccc(OC)c(C=Nc2cc(Cl)c(N)c(Cl)c2)c1,1,14,4.8,-0.1
CCOc1ccc(NS(=O)(=O)c2ccc3c(c2)NC(=O)C(C)C(=O)N3)cc1 (configuration not stated),-3,7,0.3,0.4
CCOc1ccc(OCCOC(=O)c2ccc(O)cc2)cc1,6,11,-1.1,0.2
CC(=O)n1cc(/C=c2\sc3nc4c(C)c(C)ccc4n3c2=O)c(-c2ccc(F)cc2)n1,-6,2,-0.8,-0.2
N=c1c2c3c(sc2ncn1Cc1ccco1)CCCCC3,-1,-2,-0.2,-0.1
CCOC(=O)CSc1nnc(CNC(=O)c2ccccc2OC)n1C,-3,-36,0.9,0.0
O=C(CCn1c(=S)[nH]c2ccccc2c1=O)N1CCN(c2cccc(Cl)c2)CC1,-7,0,4.0,0.1
O=C1c2ccccc2C(=O)N1CCS(=O)(=O)N1CCN(Cc2ccccc2)CC1,3,23,-1.3,0.0
O=C(NCCN1CCOCC1)c1ccnc(-n2ncc3cc(Nc4ccc(F)cc4Cl)ccc32)c1,14,11,0.0,0.0
O=C(Nc1cccc2ncccc12)c1ccc(Br)c([N+](=O)[O-])c1,-4,19,-0.1,-0.2
CN1CCN(c2ccc(-c3nc4ccc(C(=O)NCc5ccccc5)cc4s3)cc2)CC1,4,11,-0.2,0.0
Cc1cc(C)c(C)c(C(=O)COC(=O)CNC(=O)CN2C(=O)c3ccccc3C2=O)c1C,8,3,0.6,-0.1
CCN(c1ccccc1)S(=O)(=O)c1cc2c(cc1C)n(C)c(=O)c(=O)n2C,0,2,-1.7,0.5
CCN1CCN(C(c2ccccc2Cl)c2nnnn2CCOC)CC1 (configuration not stated),-4,13,0.1,0.1
COc1ccccc1C(=O)CSc1nnnn1C,-16,17,-1.3,0.7
COc1ccc(C)cc1C1=C/C(=C\c2cccs2)C(=O)O1,4,20,-0.3,0.1
CC(C)[C@H]1NC(=O)[C@@H]2C[C@H](NCc3cnn(-c4cccc(F)c4)c3)CN2C1=O,-4,-6,2.3,-0.2
Cc1ccc(CCNC(=O)C(NS(=O)(=O)c2cccc3nsnc23)C(C)C)cc1 (configuration not stated),-9,-2,0.2,0.0
CCc1ccccc1N1C(=O)CC(SCC(N)C(=O)O)C1=O (configuration not stated),-5,1,0.0,-0.3
O=c1[nH]n(-c2nc(N(c3ccccc3)c3ccccc3)nc(-n3[nH]c(=O)c4ccccc4c3=O)n2)c(=O)c2ccccc12,8,-10,0.5,-0.1
CN(CCc1ccccc1)C1CCCN(C(=O)c2cnc3ccccc3c2)C1 (configuration not stated),-27,5,0.8,0.1

# Among those listed so far, 5 have a nitro group on carbon.
SMILES,TEAD-YAP inh,MITF primary,GPR151 activ,FBW7 activator
COc1cc2c(cc1OC)CN(Cc1ccc(O)c([N+](=O)[O-])c1)CC2,4,31,-0.7,-0.2
Cc1ccc(S(=O)(=O)NCCCNc2ccc(Cl)cc2[N+](=O)[O-])cc1,7,30,2.1,-0.1
COc1cc([N+](=O)[O-])ccc1NC(=O)c1sc2ccccc2c1Cl,14,11,0.7,0.3
Cc1cc2nc3s/c(=C/c4cc5c(cc4[N+](=O)[O-])OCO5)c(=O)n3c2cc1C,-5,0,1.9,0.0
O=C(Nc1cccc2ncccc12)c1ccc(Br)c([N+](=O)[O-])c1,-4,19,-0.1,-0.2

# Continued:
SMILES,TEAD-YAP inh,MITF primary,GPR151 activ,FBW7 activator
CC(=O)N1Cc2cc([N+](=O)[O-])ccc2Oc2ccccc21,15,12,0.1,0.4
Cc1c(NC(=O)Nn2cnnc2)sc(=S)n1C,-3,4,-0.2,0.5
O=C(CCCCCN1C(=O)c2cccc([N+](=O)[O-])c2C1=O)Nc1cccc(Cl)c1,4,10,-0.9,0.2
OC1(C(F)(F)F)CC(/C=C/c2cccs2)=NN1 (configuration not stated),-10,16,-0.8,0.9
CC(C)(C)NC(=O)c1ccc2c3c(cccc13)CC2,-8,-13,1.2,0.0
O=C(O)c1ccccc1C(=O)Nc1cccc(I)c1,3,6,0.5,-0.1
CSc1cccc(NC(=O)C2C3C=CC4(O3)C2C(=O)N(CCN2CCCCCC2)C4C(=O)NC2CCCCC2)c1 (configuration not stated),4,10,1.5,0.0
N#CCc1nc(-c2ccc(Cl)cc2)cs1,-2,5,0.1,-0.1
O=C(NCC1CCCO1)C(=O)Nc1ccccc1F (configuration not stated),-42,17,-2.1,0.8
COc1ccc(C(=O)OCC#CCSc2nnc(-c3ccncc3)o2)cc1,5,0,-1.3,-0.3
CC(C)c1cccc(OCCCNCCO)c1,0,27,0.3,-0.3
Nc1ccc(/C=C(/C(=O)O)c2ccccc2)cc1,0,8,-0.4,0.0
O=C(CCC(=O)c1ccc(F)cc1)NCc1ccccc1C(F)(F)F,-3,5,1.1,0.4
CC(C)(C)C1CCc2c(sc(NC(=O)c3ccc4c(c3)OCO4)c2C(N)=O)C1 (configuration not stated),-2,3,-0.6,0.7
Nc1ccc(C(=O)OCc2nc3ccc(N)cc3[nH]2)cc1,-11,-2,-0.1,0.0
C/C=C/c1n(C)c2ccccc2[n+]1C,1,-9,-0.2,-0.1
CCCC(CCC)C(=O)N1CCNc2ccccc2C1,-2,9,-1.0,0.6
COCCn1c(SCC(=O)NC(C)(C)C)nnc1-c1ccco1,-4,-9,0.2,0.0
CCCC(=O)N1c2ccccc2-c2nnc(SC)nc2OC1c1cccc(Cl)c1 (configuration not stated),-9,-15,1.3,0.2
COc1cccc(NC(=O)c2oc3ccccc3c2NC(=O)COc2ccccc2OC)c1,2,9,-0.3,0.3
CC(C)Oc1ccc(NC(=O)CCC(=O)O)cc1,3,21,-0.7,0.3
COc1cccc(NC(=O)CCC2CCN(C(=O)c3csnn3)CC2)c1,4,4,0.7,0.0
O=C(Nc1cccc(Cl)c1)Nc1noc2c1COc1ccccc1-2,-1,27,-0.8,0.1
COc1ccc(C(=S)N2CCCCC2)cc1OC,-4,6,0.1,-0.2
COc1ccc2c(c1)C(c1cccnc1)=NNC(c1ccccc1)=N2,-46,-1,1.3,-0.1
CS(=O)(=O)N(CC(=O)Nc1ccc(CC#N)cc1)c1ccc(F)c(Cl)c1,-3,2,-0.3,0.8
CCOC(=O)C1=CN(c2ccc(C)cc2)C=C(C(=O)OCC)C1c1cc(OC)c(OC)c(OC)c1,7,3,-1.4,0.1
COc1ccccc1CN1CCC(C(=O)NC2CCCC2)CC1,-4,46,-0.8,0.0
Cc1cc(C)nc(SCC(=O)Nc2ccc(Cl)c(C)c2)n1,2,5,2.2,-0.1
COc1ccc(S(=O)(=O)NCCc2cn3ccsc3n2)cc1OC,0,8,-1.1,0.7

# Quoted from above, 6 compounds:
SMILES,TEAD-YAP inh,MITF primary,GPR151 activ,FBW7 activator
CC(=O)N1Cc2cc([N+](=O)[O-])ccc2Oc2ccccc21,15,12,0.1,0.4
Cc1c(NC(=O)Nn2cnnc2)sc(=S)n1C,-3,4,-0.2,0.5
O=C(CCCCCN1C(=O)c2cccc([N+](=O)[O-])c2C1=O)Nc1cccc(Cl)c1,4,10,-0.9,0.2
OC1(C(F)(F)F)CC(/C=C/c2cccs2)=NN1 (configuration not stated),-10,16,-0.8,0.9
CC(C)(C)NC(=O)c1ccc2c3c(cccc13)CC2,-8,-13,1.2,0.0
O=C(O)c1ccccc1C(=O)Nc1cccc(I)c1,3,6,0.5,-0.1
